Assay outcomes from PubChem.
DT40 TDP1 CPT: qHTS for Inhibitors of human tyrosyl-DNA phosphodiesterase 1 (TDP1): qHTS in cells in presence of CPT; chicken DT40 Tdp1-/-;hTDP1 cells + 20 nM CPT, ATP luminescence, 48 h; Potency, µM (highest dose often 46.2 µM), inactives show top-dose activity change, negative = growth inhibition, actives largely listed as inhibitors; 12% of 420,000 active; also: nearly all actives have a fitted effect of over 55% in size
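Cell growth measured by CellTiter-Glo luminescence after a minimum 48 h, 37 C compound exposure with 20 nM CPT in Tdp1-knockout DT40 cells stably expressing hTDP1, seeded 400/well; qHTS titration format.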
TDP1 inh: qHTS Assay for Inhibitors of Tyrosyl-DNA Phosphodiesterase (TDP1); recombinant TDP1, AlphaScreen DNA substrate cleavage; Potency, µM (series often up to 130 µM), inactives show at the highest dose activity change, negative = inhibition, usual class: inhibitors; 0.28% of 350,000 active; AID 485290, 2010; also: nearly all actives have a fitted effect of over 40% in size
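Tdp1 1 nM final; 15 min RT w/ cpd; substrate 15 nM, 5 min; beads 10 ug/ml, 10 min; AlphaScreen read. Neg ctrl: no enzyme.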
DT40 TDP1 no CPT: qHTS for Inhibitors of human tyrosyl-DNA phosphodiesterase 1 (TDP1): qHTS in cells in absence of CPT; DT40 Tdp1-/- hTDP1 cells, no CPT, ATP luminescence, 48 h; Potency, µM (series often up to 46.2 µM), for inactives: at the top dose activity change, negative = growth inhibition, hits mostly inhibitors; 15% of 420,000 active; AID 686978, 2013; also: nearly all actives have a fitted effect of over 55% in size
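Compound effects on proliferation are scored in DT40 Tdp1-/-;hTDP1 cells in the absence of CPT. ATP levels (CellTiter-Glo luminescence) are recorded after a ≥48 hr, 37 °C incubation.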
* hit, by the source's call; ? = inconclusive; nt = no result given. Calls follow the shape of the dose curve; as a rule, active = well fitted curve in the direction sought with a large enough effect; inconclusive = small, poorly fitted or top-dose-only effect, or another doubt; inactive = no such curve, though single readings can be large; an effect the other way counts as inactive or inconclusive. % is scaled to controls: 0 for no effect and ±100 for the full control effect; potency is read from the fitted curve at half-maximal effect. No enrichment for hits. About 18% of those tested had a hit in this group.

SMILES | TDP1 inh | DT40 TDP1 no CPT | DT40 TDP1 CPT
C=CCn1c(SCC(=O)Nc2nnc(C)s2)nnc1-c1cccnc1 | -1% | 8% | -5%
COc1ccccc1OCCn1c(=S)[nH]c2ccccc21 | 5% | ? | 18µM*
O=C(CNC(=O)c1ccc(S(=O)(=O)N2CCCC2)cc1)N/N=C/c1c(Cl)cccc1Cl | 5% | ? | ?
CCOCCCNC(=O)C1CCN(S(=O)(=O)c2ccc(C)cc2)CC1 | 2% | -2% | -15%
Cc1ccc(-c2noc(-c3ccc(N4CCOCC4)c([N+](=O)[O-])c3)n2)cc1 | 0% | 21µM* | -14%
Cn1cnnc1Sc1ccc(C(=O)OCC(=O)NCC(F)(F)F)cc1[N+](=O)[O-] | -4% | 4% | -1%
CCCOc1ccc(-c2nn(-c3ccccc3)cc2C2NC(=O)NC(C)=C2C(=O)OC(C)C)cc1 (configuration not stated) | nt | ? | ?
Nc1c(N(Cc2ccco2)C(=O)COc2ccc(Cl)cc2)c(=O)[nH]c(=O)n1Cc1ccccc1 | nt | -3% | 1%
O=C(CC1C(=O)NCCN1C/C=C/c1ccccc1)NCCc1ccncc1 (configuration not stated) | 1% | 9% | 3%
CCOc1ccc(CCNC(=O)CCS(=O)(=O)c2ccc(OC)cc2)cc1OCC | 4% | -3% | 6%
S=c1nc(NCc2ccc3c(c2)OCO3)c2ccccc2[nH]1 | nt | 2% | -8%
N#Cc1cnc2sc3ccccc3n2c1=N | 5% | -28% | -11%
CC(C)(C)OC(=O)C[C@@H]1C/C=C\C[C@@H](CC(=O)N(CCO)Cc2ccccc2)C(=O)NCCOC1=O | 0% | -21% | -21%

Looked up above.
Cn1cnnc1Sc1ccc(C(=O)OCC(=O)NCC(F)(F)F)cc1[N+](=O)[O-] in TDP1 inh reads -4%
Nc1c(N(Cc2ccco2)C(=O)COc2ccc(Cl)cc2)c(=O)[nH]c(=O)n1Cc1ccccc1 in DT40 TDP1 CPT reads 1%
CC(C)(C)OC(=O)C[C@@H]1C/C=C\C[C@@H](CC(=O)N(CCO)Cc2ccccc2)C(=O)NCCOC1=O in TDP1 inh reads 0%

As a short view, some entries already given:
SMILES | TDP1 inh | DT40 TDP1 no CPT | DT40 TDP1 CPT
C=CCn1c(SCC(=O)Nc2nnc(C)s2)nnc1-c1cccnc1 | -1% | 8% | -5%
COc1ccccc1OCCn1c(=S)[nH]c2ccccc21 | 5% | ? | 18µM*
O=C(CNC(=O)c1ccc(S(=O)(=O)N2CCCC2)cc1)N/N=C/c1c(Cl)cccc1Cl | 5% | ? | ?
CCOCCCNC(=O)C1CCN(S(=O)(=O)c2ccc(C)cc2)CC1 | 2% | -2% | -15%
Cc1ccc(-c2noc(-c3ccc(N4CCOCC4)c([N+](=O)[O-])c3)n2)cc1 | 0% | 21µM* | -14%
Cn1cnnc1Sc1ccc(C(=O)OCC(=O)NCC(F)(F)F)cc1[N+](=O)[O-] | -4% | 4% | -1%
